Source: PubChem BioAssay
BAZ2B block – BAZ2B (human) inhibition; Q9UIF8; AlphaScreen BAZ2B-H3K14Ac peptide displacement; Potency, µM (series often up to 114 µM), for the others: at the highest dose activity change, negative = inhibition, hits mostly inhibitors; 360,000 compounds, 4.4% hits; AID 504333; also: % is scaled to controls: 0 for no effect and ±100 for the full control effect; nearly all actives have a fitted effect of over 60% in size
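Multi-concentration screen (max 110 uM) measuring displacement of acetylated histone H3 peptide from BAZ2B by AlphaScreen, using 50 nM protein, 50 nM peptide and 10 ug/mL streptavidin donor plus Ni-chelate acceptor beads.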
POLI inh – inhibitors of human DNA polymerase iota; Pol iota fluorescent replication assay, 10 min; 390,000 compounds, 1% hits; AID 588590; Potency, µM (titrated, usually from 115 µM), for inactives: at the highest dose activity, negative = inhibition, most hits filed as inhibitors; Q9UNA4
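Fluorescent replication assay read twice, at 0 min and 10 min after adding 50 nM (final) substrate. Enzyme (10 nM) and compounds were first incubated 15 min at room temperature; enzyme-free buffer wells were negative controls.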
JMJD2A Tudor – blocks the human JMJD2A Tudor domain | O75164 | AlphaScreen JMJD2A-Tudor / H3K4me3 peptide binding | Potency, µM (doses to about 114 µM), inactives show at the top dose activity change, negative = inhibition, actives largely listed as inhibitors | 390,000 compounds, 4.4% hits | AID 504339; also: % is scaled to controls: 0 for no effect and ±100 for the full control effect; nearly all actives have a fitted effect of over 50% in size
BLM helicase inh – inhibitors of human Bloom syndrome helicase BLM; 350,000 compounds, 0.2% hits; recombinant BLM DNA unwinding, fluorescence dequenching; P54132; Potency, µM (top dose mostly 56.1 µM), for the others: at the highest dose activity change, negative = inhibition, hits mostly inhibitors;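 also: plate controls were vehicle for no effect and no enzyme for full effect; nearly all actives have a fitted effect of over 35% in size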
GLS inhibitor – inhibitors of human glutaminase (GLS) | O94925 | GLS enzymatic activity, qHTS titration | Potency, µM (doses to about 45.5 µM), for the others: at the top dose activity change, negative = inhibition, actives largely listed as inhibitors | 410,000 compounds, 0.21% hits | AID 624170; also: % is scaled to controls: 0 for no effect and ±100 for the full control effect
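Coupled fluorescence readout: glutamate oxidase/HRP/Amplex Red detect glutamate formed by hKGA from L-glutamine (1 mM solution added). Buffer 45 mM KH2PO4 pH 8.2, 0.02% Tween-20; reads at t0 and 30 min RT.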
HP1b binding inh – blocks HP1-beta chromodomain binding to methylated histone tails; Potency, µM (top dose mostly 114 µM), without a hit: top-dose activity change, negative = inhibition, usual class: inhibitors; 390,000 compounds, 0.56% hits; AlphaScreen HP1-beta / biotin-H3K9me3 peptide binding; AID 540317; also: nearly all actives have a fitted effect of over 70% in size; inactives centre near 23
Target sequence (P83916 whole entry, looked up): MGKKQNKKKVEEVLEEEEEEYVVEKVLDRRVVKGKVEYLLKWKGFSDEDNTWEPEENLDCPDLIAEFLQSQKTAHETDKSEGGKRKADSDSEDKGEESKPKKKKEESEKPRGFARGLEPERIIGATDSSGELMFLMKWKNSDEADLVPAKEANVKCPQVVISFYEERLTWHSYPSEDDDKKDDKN
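AlphaScreen: HP1-beta (50 nM) preformed 30 min with biotin-H3(1-18)K9me3 peptide (50 nM) in PBS pH 7.4, 0.01% Tween-20. Compound added for 30 min at RT, then streptavidin donor/nickel chelate acceptor beads (10 ug/mL) for 30 min.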
G9a inh – blocks human histone lysine methyltransferase G9a | G9a H3K9 monomethylation, AlphaScreen, 2 h | Potency, µM (series often up to 102 µM), for inactives: top-dose activity, negative = inhibition, hits mostly inhibitors | 350,000 compounds, 8.8% hits | AID 504332; also: % is scaled to controls: 0 for no effect and ±100 for the full control effect; nearly all actives have a fitted effect of over 75% in size
Target sequence (Q96KQ7 913-1193 limits assumed): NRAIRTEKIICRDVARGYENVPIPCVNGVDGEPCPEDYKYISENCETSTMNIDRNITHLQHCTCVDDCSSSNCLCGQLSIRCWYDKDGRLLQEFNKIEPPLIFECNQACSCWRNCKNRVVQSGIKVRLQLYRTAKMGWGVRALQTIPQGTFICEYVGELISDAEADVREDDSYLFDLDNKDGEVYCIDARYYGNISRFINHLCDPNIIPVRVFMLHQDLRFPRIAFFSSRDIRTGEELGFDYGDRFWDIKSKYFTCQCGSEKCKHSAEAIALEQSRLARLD
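AlphaScreen read-out: biotin-H3K9 peptide (500 nM) methylation by 20 nM enzyme with 20 uM SAM, 2 h at room temperature after 15 min compound preincubation; anti-monomethyl H3K9 antibody plus donor/acceptor beads, 10 min dark.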
Pin1 inhibitor – human Pin1 inhibition; Q13526; Pin1 FP peptide displacement, HiFluor488, 10 min; Potency, µM (series often up to 115 µM), without a hit: at the top dose activity, negative = inhibition, hits mostly inhibitors; 390,000 compounds, 0.009% hits; AID 504891; active = well fitted inhibition curve with a large enough effect in the polarisation, with a control signal flat, not every such curve was filed as active; inconclusive = small, poorly fitted or top-dose-only effect, or effect the other way, or a change in a side signal; inactive = no such curve, though single readings can be large or run the other way; the % refers to the polarisation; also: % is scaled to controls: 0 for no effect and ±100 for the full control effect
Tb PGK inh – blocks T. brucei phosphoglycerate kinase. PGK/GAPDH coupled, Kinase-Glo luminescence, 60 min. 380,000 compounds, 0.043% hits. P07378. Potency, µM (titrated, usually from 57.5 µM), for the others: at the highest dose activity change, negative = inhibition, actives largely listed as inhibitors; also: % is scaled to controls: 0 for no effect and ±100 for the full control effect; nearly all actives have a fitted effect of over 60% in size
Target sequence (P07378 whole entry, looked up): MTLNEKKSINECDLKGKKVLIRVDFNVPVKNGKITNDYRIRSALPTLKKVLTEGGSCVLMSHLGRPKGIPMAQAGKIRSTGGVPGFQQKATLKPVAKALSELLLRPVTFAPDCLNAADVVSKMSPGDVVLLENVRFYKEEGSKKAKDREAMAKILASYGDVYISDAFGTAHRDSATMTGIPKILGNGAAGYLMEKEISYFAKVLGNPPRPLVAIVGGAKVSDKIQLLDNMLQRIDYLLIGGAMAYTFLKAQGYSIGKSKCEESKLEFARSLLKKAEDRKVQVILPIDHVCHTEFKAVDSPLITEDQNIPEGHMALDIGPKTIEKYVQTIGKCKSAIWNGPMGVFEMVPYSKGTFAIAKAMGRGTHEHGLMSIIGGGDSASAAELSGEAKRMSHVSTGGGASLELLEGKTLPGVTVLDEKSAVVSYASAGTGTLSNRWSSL
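Luminescent ATP detection (Kinase-Glo Plus) follows a 60-minute room-temperature incubation, with wells lacking PGK as controls. Buffer: 100 mM TEA (pH 7.6), 5 mM MgCl2, 0.01% Tween-20. Coupling enzyme GAPDH (100 nM final) supplies unstable 1,3-BPG in-well.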
Active calls of the source: *; i = inactive; ? = inconclusive; · = not tested or not shown; & = joins results of further samples; [ ] = another dose, or the depositor's remark. Unless noted, calls follow the shape of the dose curve; as a rule, active = well fitted curve in the direction sought with a large enough effect; inconclusive = small, poorly fitted or top-dose-only effect, or another doubt; inactive = no such curve, though single readings can be large; an effect the other way counts as inactive or inconclusive. Potency is read from the fitted curve at half-maximal effect.

no. | structure | GLS inhibitor | BLM helicase inh | POLI inh | Pin1 inhibitor | JMJD2A Tudor | Tb PGK inh | G9a inh | BAZ2B block | HP1b binding inh
1 | OCCNc1c2c(nc3ccccc13)CCCC2 | -3% | 6% | 1% | -3% | 17% | -12% | -10% | 0% | 55%[activator]
2 | COc1cc(C2c3cc4c(cc3CC3COC(=O)C32)OCO4)cc(OC)c1O (stereo not drawn) | 9% | · | ? | 6% | 89µM* | -10% | · | · | 11%
3 | O=S1(=O)N(Cc2ccccc2Cl)CCCN1Cc1ccccc1Cl | 3% | -9% | -22% | 3% | 84%[activator] | 10% | 109%[activator][59 µM] | 76%[activator] | 95%[activator]
4 | COC(=O)C1=C(c2ccc(F)cc2F)C[C@@H]2CC[C@H]1N2C(=O)NCc1ccc2c(c1)OCO2 | -11% | · | ? | 1% | -8% | i | 16%[2.33 µM] | -2% | 57%[activator]
5 | O=C(C[N+]12CCC(CC1)C(CO)C2)c1ccc([N+](=O)[O-])cc1 (stereo not drawn) | -4% | -4% | -7% | 3% | -7% | -9% | 35µM* | -13% | 54%[activator]
6 | CN1CCN(S(=O)(=O)c2cccc(C(=O)N3CCN(c4ccccc4F)CC3)c2)CC1 | 0% | · | ? | 1% | -17% | -2% | 2µM* | 7% | 18%
7 | COc1ccc(-n2c(C)nc3ccccc3c2=O)c([N+](=O)[O-])c1 | 19% | -3% | 191%[activator] | -6% | -18% | -2% | -2% | -18% | -2%
8 | CCC1=Nc2cc(C(=O)N3CCC4(CC3)OCCO4)ccc2Sc2ccccc21 | -4% | -3% | 23% | -3% | -12% | 3% | -3%[59 µM] | -27% | 20%
9 | OCC12CO[C@@H]3c4ccccc4[C@H](OC1)N32 (stereo partly drawn) | 3% | 1% | 13% | -5% | 9% | -2% | 18% | 0% | 19%
10 | CN1CCN(c2ncnc(Cl)c2N)CC1 | 11% | -6% | 7% | 6% | -7% | 1% | 0% | -3% | 44%[activator]
11 | COc1cc2c(cc1OC)C13CCN4CC5=CCOC6CC(=O)N2C1C6C5C3C4 (stereo not drawn) (tested in a mixture with another compound) | -15% | · | 25% | -3% | -9% | i | · | · | 17%
12 | CC12C(C(=O)O)C1(c1ccccc1)C2C(=O)O (stereo not drawn) | 1% | · | 13% | 1% | -5% | 3% | · | · | 19%
13 | CN1C(=O)/C(=C\c2ccc(Br)s2)C(=O)NC1=S | ? | -4% | ? | 34%[activator] | 20µM* | 0% | 7.1µM* | ? | 8%
14 | COc1ccc(C(=O)N2CCC3(CC2)OCCO3)cc1 | -1% | 1% | 14% | 2% | -1% | 7% | · | 12% | 26%
15 | N#CC1=C(N)Oc2c(c(=O)sc3ccccc23)C1c1ccncc1 (stereo not drawn) | ? | -1% | 30%[activator] | -1% | -8% | 0% | ? | -8% | 42%[activator]
16 | Cc1ccc(Cn2nc(C)c(C=O)c2Cl)cc1 | 4% | -3% | 61%[activator] | 6% | 10% | -2% | 35%[activator] | -7% | 43%[activator]
17 | CCOC(=O)CC(SP1(=S)OCC2(CCCCO2)C(C2CCCCO2)O1)C(=O)OCC (stereo not drawn) | 15% | · | -6% | 3% | 14% | 5% | · | · | 29%
18 | CN(C)C(=O)Oc1ccc(-c2nnco2)cc1 | -3% | -1% | 14% | -5% | -14% | 1% | -13% | -4% | 9%
19 | COC(=O)C1=C(c2ccc(OC(F)(F)F)cc2)C[C@@H]2CC[C@H]1N2C(=O)NCc1ccc(F)cc1 | 2% | · | 17% | 6% | -7% | -1% | 4%[0.501 µM] | 1% | 71%[activator]
20 | O=C1NC(=O)C(Cc2ccccc2)(Cc2ccccc2)C(=O)N1Cc1ccccc1 | 14% | · | ? | -3% | -13% | -9% | · | · | 30%

Five of the compounds above, screen by screen:
#4 COC(=O)C1=C(c2ccc(F)cc2F)C[C@@H]2CC[C@H]1N2C(=O)NCc1ccc2c(c1)OCO2
#5 O=C(C[N+]12CCC(CC1)C(CO)C2)c1ccc([N+](=O)[O-])cc1 (stereo not drawn)
#6 CN1CCN(S(=O)(=O)c2cccc(C(=O)N3CCN(c4ccccc4F)CC3)c2)CC1
#7 COc1ccc(-n2c(C)nc3ccccc3c2=O)c([N+](=O)[O-])c1
#8 CCC1=Nc2cc(C(=O)N3CCC4(CC3)OCCO4)ccc2Sc2ccccc21
Compound	4	5	6	7	8
GLS inhibitor	-11%	-4%	0%	19%	-4%
BLM helicase inh	·	-4%	·	-3%	-3%
POLI inh	?	-7%	?	191%[activator]	23%
Pin1 inhibitor	1%	3%	1%	-6%	-3%
JMJD2A Tudor	-8%	-7%	-17%	-18%	-12%
Tb PGK inh	i	-9%	-2%	-2%	3%
G9a inh	16%[2.33 µM]	35µM*	2µM*	-2%	-3%[59 µM]
BAZ2B block	-2%	-13%	7%	-18%	-27%
HP1b binding inh	57%[activator]	54%[activator]	18%	-2%	20%

Additional results follow:
no. | structure | GLS inhibitor | BLM helicase inh | POLI inh | Pin1 inhibitor | JMJD2A Tudor | Tb PGK inh | G9a inh | BAZ2B block | HP1b binding inh
21 | O=C1CN=C(c2cccs2)c2c(sc3c2CCCC3)N1 | -8% | 0% | -10% | -2% | -24% | 0% | -3%[12.7 µM] | ? | -6%
22 | CCCCn1c(=O)c(C(=O)Nc2ccccc2F)c(O)c2ccccc21 | -2% | -11% | 24% | 11% | 3% | 3% | · | 12% | 38%
23 | Oc1ccc(CC2(N3CCCC3)CCCCC2)cc1 | ? | -13% | -13% | -3% | -14% | -13% | · | 14% | 19%
24 | CN1Cc2cnnn2-c2ccccc2C1c1ccccc1 (stereo not drawn) | 1% | · | 29% | -3% | -1% | -6% | · | · | 41%
25 | CC(=NCc1ccc(F)cc1)c1c(O)n(C)c(=O)n(C)c1=O | 0% | -2% | 15% | 1% | -16% | 0% | 11%[59 µM] | 6% | 30%
26 | COc1ccc2[nH]c(C)c(CCN3CCC(=O)C(C)C3C)c2c1 (stereo not drawn) | 19% | -5% | 38%[activator] | -17% | ? | 7% | ? | ? | 14%
27 | O=C(Cc1ccccc1)Oc1ccc(N2C(=O)C3CCCCC3C2=O)cc1 (stereo not drawn) | 2% | 0% | 22% | -10% | -24%[57.1 µM] | -2% | -2%[59 µM] | 40%[activator] | 29%
28 | COc1ccc(N2C(=O)/C(=C/c3ccc(C)o3)C(=O)NC2=S)c(OC)c1 | ? | -12% | 11µM* | ? | 50µM* | -18% | 12%[0.501 µM] | 50µM* | -23%
29 | Cc1ccccc1OCCN=Cc1c(O)n(C)c(=O)n(C)c1=O | -2% | -3% | 17% | -7% | -20% | -8% | 14% | -23% | 19%
30 | CCOC(=O)C1(c2ccccc2)CCN(CCC(=O)Nc2ccccc2OC)CC1 | 4% | -5% | 8% | 7% | -8% | · | 10% | 6% | 73%[activator]
31 | Cc1nc2cc(C(F)(F)F)ccc2n1C1CCN(Cc2nnnn2CCc2ccccc2)CC1 | 4% | 1% | ? | 3% | -21% | -1% | 6%[59 µM] | 12% | 19%
32 | CN(C)c1cccc2c(C#N)ccc(N(C)C)c12 | -13% | -11% | 134%[activator] | -8% | ? | 0% | 45µM* | -19% | ?
33 | CC12CCC3C(CC=C4CC(O)CCC43C)C1C/C(=C\c1ccccc1F)C2=O (stereo not drawn) | -2% | 4% | 0% | 5% | -7% | -21% | 20% | -3% | 16%
34 | CCCC12CN3CC(CCC)(CN(C1)C3c1ccccn1)C2=O (stereo not drawn) | -9%&1% | -1%&4% | -3%&13% | -2%&-4% | 25µM* | -4%&8% | -1%[12.7 µM] | 20µM* | 33%&42%
35 | CC(C)[C@H]1C(=O)O[C@H](C(C)C)C(=O)N(C)[C@@H](C(C)C)C(=O)O[C@H](C(C)C)C(=O)N(C)[C@@H](C(C)C)C(=O)O[C@H](C(C)C)C(=O)N1C | 6% | -2% | 4% | 4% | -27% | -5% | 5%[12.7 µM] | -18% | 21%
36 | Cc1ccccc1CN1CCCN(Cc2ccc(Cl)cc2)S1(=O)=O | 9% | -8% | ? | ? | 69%[activator] | 4% | 84%[activator] | 35% | 107%[activator]
37 | CCN1CCN(Cc2cc(OC)c3c(c2)OCO3)CC1 | -3% | -3% | -14% | 5% | -2% | -6% | 3% | ? | 51%[activator]
38 | CC1CNCCN1c1ccc(Cl)cc1 (stereo not drawn) | 19% | · | -1% | 3% | -7% | i | · | · | 36%[activator]
39 | Cc1cccn2c(=O)c3c(nc12)N1CCCCCC1C1(C3)C(=O)N(C)C(=O)N(C)C1=O (stereo not drawn) | -16% | -2% | 138%[activator] | 2% | -12% | -1% | -9% | -1% | 7%
40 | COc1ccc(-c2nn(CCC#N)cc2C(=O)Nc2cccc([N+](=O)[O-])c2)cc1OC | 1% | -3% | 21% | 1% | -20% | -7% | -6% | 3% | 23%
41 | COc1ccc(CCn2c(O)c(C=NCCCN(C)C)c(=O)[nH]c2=O)cc1OC | -8% | 3% | 6% | -3% | 0% | -8% | -11%[59 µM] | 2% | 31%
42 | Cc1ccnc(-n2c(C)cc(/C=C3\C(=O)NC(=S)N(C)C3=O)c2C)c1 | ? | -5% | ? | 22% | -30% | 2% | 6.3µM* | ? | -2%
43 | CC1=CC(C)C(COC(N)=O)(COC(N)=O)C(C)C1 (stereo not drawn) | 7% | -3% | -7% | 1% | -10% | -1% | 5%[59 µM] | 1% | 17%
44 | COCCNC(=O)Cn1cc(/C=C2\C(=O)NC(=O)N(c3cccc(C)c3C)C2=O)c2ccccc21 | -17% | -1% | 130%[activator] | 1% | -8% | i | ? | -2% | 47%[activator]
45 | COC(=O)C1=C(c2ccc(OC(F)(F)F)cc2)C[C@@H]2CC[C@H]1N2C(=O)NCCNC(C)=O | 12% | · | 12% | -12% | -13% | -1% | 21%[2.33 µM] | 12% | 26%

Not all compounds are listed; the hit share may differ from the screen's.
